CRFR2-BP ag = CRF-BP/CRF-R2 complex agonism. activation, % at 13.2 µM. 0.46% of 350,000 active. HEK293 CRF-R2/CRF-BP, calcium dye fluorescence (FLIPR); percent of saturating CRF peptide response;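 active = activation of at least 50%, plus an integration ratio under a set limit after plate pattern correction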;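 note: plate controls were neutral control wells without compound for no effect and CRF at EC100 for full effect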
TAAR1 ag = human TAAR1 agonism | Q96RJ0 | activation, % at 3 µM | CHO RD-HGA16 TAAR1, Fluo-8 calcium fluorescence; vehicle wells 0%, saturating PEA agonist 100% | 0.99% of 360,000 active;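 active = activation above the mean activation of all test compounds in the run plus 3 SD, cut at about 38% in these data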
Target sequence (Q96RJ0 whole entry, looked up): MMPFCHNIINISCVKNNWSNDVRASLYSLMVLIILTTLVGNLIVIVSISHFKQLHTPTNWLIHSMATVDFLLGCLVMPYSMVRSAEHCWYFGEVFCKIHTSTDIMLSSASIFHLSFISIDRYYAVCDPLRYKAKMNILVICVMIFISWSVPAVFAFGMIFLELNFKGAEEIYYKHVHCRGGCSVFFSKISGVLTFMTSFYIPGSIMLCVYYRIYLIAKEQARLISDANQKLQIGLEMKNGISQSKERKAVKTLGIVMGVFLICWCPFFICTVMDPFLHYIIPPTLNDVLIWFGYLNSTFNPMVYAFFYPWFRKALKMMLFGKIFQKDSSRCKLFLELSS
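Test system: RD-HGA16 (CHO) cells co-expressing Gα16 and hTAAR1; dosing: one-point dosing at 3 µM (nominal); timing: 17-24 h seeding, 75 min 37 °C dye, 30 min RT; signal: kinetic Fluo-8 calcium fluorescence; read-out basis: % activation relative to PEA EC100 response; controls: DMSO and PEA EC100; replicates: n 1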
CHRM5 PAM = potentiates acetylcholine response at human M5 receptor; P08912; CHO-K1 hM5, Fluo-8 calcium, ACh EC20 PAM; 0% = ACh EC20, 100% = ACh EC100; activation, % at 3 µM; 0.3% of 360,000 active; AID 624038;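 active = activation above the run cutoff, the mean activation of all test compounds plus 3 SD, cut at about 18% in these data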
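System: CHO-K1 hM5 cells. Reagent: acetylcholine, EC20 level. Compound dosing: single dose, 3 µM nominal final test concentration. Timing: Post-acetylcholine fluorescence recording 140 s. Detection: Fluo-8 calcium fluorescence. Read-out: % activation, ACh-normalized. Benchmarks: ACh EC20 and EC100 wells. Repeats: singlicate, one well per test compound.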
CRFR2-BP antag = CRF-BP/CRF-R2 complex antagonism. inhibition, % at 11.8 µM. 0.59% of 350,000 active. HEK293 CRF-R2/CRF-BP, CRF-induced calcium fluorescence;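 active = inhibition of the ligand-induced calcium signal above about 50% at the single tested concentration, limit read from the data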
M4 PAM = positive allosteric modulators of human muscarinic M4 receptor; activation, % at 3 µM; AID 624126; CHO-K1 hM4/Gqi5, Fluo-8 calcium fluorescence, ACh EC20; 0% = ACh EC20, 100% = maximal ACh; 0.4% of 360,000 active;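 active = activation above its plate's cutoff, the mean activation of sample wells plus 3 SD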; note: some results filed as inactive read as strong as hits
Target sequence (P08173 whole entry, looked up): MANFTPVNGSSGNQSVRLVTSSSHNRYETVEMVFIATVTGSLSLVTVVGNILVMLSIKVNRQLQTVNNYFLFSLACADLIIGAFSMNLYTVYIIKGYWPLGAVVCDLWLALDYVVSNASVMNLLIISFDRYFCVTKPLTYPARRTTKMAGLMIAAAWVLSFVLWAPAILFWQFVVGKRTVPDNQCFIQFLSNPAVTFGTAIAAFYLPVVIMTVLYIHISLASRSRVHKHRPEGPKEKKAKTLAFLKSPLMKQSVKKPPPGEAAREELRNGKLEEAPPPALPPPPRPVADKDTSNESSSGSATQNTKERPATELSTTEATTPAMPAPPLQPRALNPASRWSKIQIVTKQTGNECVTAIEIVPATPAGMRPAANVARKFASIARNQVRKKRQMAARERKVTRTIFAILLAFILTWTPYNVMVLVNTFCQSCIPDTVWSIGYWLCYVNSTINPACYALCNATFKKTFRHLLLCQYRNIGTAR
M1 PAM parental = counter-screen for M1 PAMs: effect in parental CHO-K1 cells | ATP EC20, Fluo-8 calcium fluorescence; 0% at ATP EC20, 100% at ATP max | activation, % at 3 µM | 0.02% of 360,000 active | AID 602247;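 active = activation above the run cutoff, the mean activation of all test compounds plus 3 SD, cut at about 40% in these data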;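 note: peak over basal fluorescence ratio in a 140 s read after ATP addition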
TAAR1 antagonist = antagonists of human TAAR1; Q96RJ0; CHO RD-HGA16 TAAR1, Fluo-8 calcium fluorescence, antagonist; inhibition, % at 3 µM; 1.5% of 360,000 active;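 active = inhibition above a per-plate cutoff, the mean inhibition of test compounds on that plate plus 3 SD, cut at about 49% in these data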;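 note: 0% = DMSO plus EC80 beta-PEA response and 100% = DMSO alone without agonist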
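Material: CHO RD-HGA16 cells bearing hTAAR1; compound dosing: one-point dosing, 3 µM nominal final; schedule: dye loading 75 min at 37 °C, then 30 min room temperature; measured by: calcium fluorescence with Fluo-8; control set: vehicle and agonist controls; replication: n of 1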
M5 ag = agonists of human muscarinic M5 receptor (CHRM5). P08912. CHO-K1 hM5 cells, Fluo-8 calcium fluorescence; 0% DMSO wells, 100% maximal acetylcholine response. activation, % at 3 µM. 0.19% of 360,000 active;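 active = activation above the run's mean over test compounds plus 3 SD, cut at about 23% in these data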;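 note: signal is peak over basal fluorescence ratio across the kinetic read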
M5 antag = blocks acetylcholine activation of human M5 receptor; P08912; CHO-hM5 cells, Fluo-8 calcium fluorescence, ACh EC80; inhibition, % at 3 µM; 0.59% of 360,000 active;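 active = inhibition above a per-plate cutoff, the mean of that plate's test compounds plus 3 SD, cut at about 27% in these data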;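 note: 0% = acetylcholine EC80 with DMSO and 100% = DMSO without agonist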
* marks the source's active call; other numbers are inactive results; · = no result given.

mol	M5 ag	M4 PAM	CHRM5 PAM	TAAR1 antagonist	M1 PAM parental	CRFR2-BP antag	M5 antag	TAAR1 ag	CRFR2-BP ag
CC1c2[nH]c3ccccc3c2C[C@H]2C(=O)N(CCCN(C)C)CC(=O)N12 (stereo not given in full)	-4	2	2	-10	-10	-2	4	4	1.2
COC(=O)CN(c1ccccc1[N+](=O)[O-])S(=O)(=O)c1ccccc1	-1	5	-4	-7	23	7	6	3	0.7
CC1(C)CC(CC(=O)Nc2ccccn2)C(=O)O1 (stereo not given)	0	1	-8	7	9	18	3	2	-2.5
O=c1[nH]c(SCc2ccc(Cl)cc2)nc2ccccc12	-3	-5	3	-4	18	-11	-3	0	-2.2
Nc1nc(-c2ccc3ccccc3c2)cs1	1	5	9	-1	-3	-10	1	2	-0.3
O=C(Nc1ccc(NC(=O)N2CCN(c3ccccc3O)CC2)cc1)N1CCN(c2ccccc2O)CC1	-1	-8	12	4	21	-7	6	-2	-0.7
O=C(Nc1ccccc1)N1CCCC2CCCCC21 (stereo not given)	-2	14	2	4	1	7	-1	7	1.0
CCOCCCNC(=O)CN1C(=O)CSc2ccc(S(=O)(=O)N3CCOCC3)cc21	-1	3	2	1	9	6	0	3	1.6
CC(C)C(=O)N(c1ccc(F)cc1)C1C=CS(=O)(=O)C1 (stereo not given)	1	-1	-1	-20	7	10	0	1	-3.5
CCCCNC(=O)c1nc(-c2ccccc2)oc1-c1ccc(Cl)cc1	1	3	1	-8	·	·	6	-1	·
COc1ccc(NC(=O)Nc2ccc3c(c2)C(=O)N([C@@H](C)CO)C[C@@H](C)[C@@H](CN(C)S(=O)(=O)c2cccs2)O3)cc1	0	11	4	-2	-1	-6	-2	2	0.8
CCOC(=O)c1c(C)[nH]c(=S)c(C#N)c1-c1ccc(Cl)cc1	1	-2	-1	-4	13	7	1	-1	-0.5
O=C(CSc1nnc(-c2ccc(O)cc2)o1)Nc1ccccc1Br	1	6	9	7	10	-6	-8	-1	0.6
COC(=O)CC1C(=O)NCCN1C(=O)c1ccc(Cl)cc1 (stereo not given)	1	-7	12	-20	-5	-5	-3	5	1.9
Cc1cc(NC(=O)CSc2nc3ccccc3c(=O)n2Cc2ccccc2)no1	-5	-2	2	-3	10	-23	3	3	2.5
CC(C)(C)OC(=O)C[C@H]1C/C=C\C[C@H](CC(=O)N[C@H](CO)Cc2ccccc2)C(=O)N[C@H](C(C)(C)C)COC1=O	2	-1	9	6	15	-2	-6	16	0.6
Cc1cc2[nH]c(=S)[nH]c2cc1C	0	4	1	-4	-10	-5	1	12	-2.8
O=C(O)CCC(=O)NNC(=O)c1cccc(Cl)c1	1	14	9	-12	14	2	-1	7	0.7
COc1ccc(NC(=O)CCCn2c(=O)oc3ccccc32)cc1Cl	-7	0	5	-2	13	17	-4	-1	2.0
CC(=O)NC(=S)NNC(=O)COc1ccc(Br)cc1	-3	-3	-8	-6	25	-7	1	4	0.7
Cc1ccc(CNC(=O)c2cc(=O)c3ccc(C)cc3o2)cc1	5	-4	-3	2	-5	-9	10	3	-0.8
COc1ccc(N2CCN(Cc3cc(=O)oc4ccc(Cl)cc34)CC2)cc1	-5	-2	-7	-6	-1	15	-6	16	0.0
COc1cccc(-c2ccc3c(c2)C2CC3CCN2C(C)=O)c1 (stereo not given)	2	-2	1	-1	8	8	-5	-1	-2.0
CCn1c(NC(=O)Nc2ccccc2OC)nc2ccccc21	1	-4	-8	-2	8	-4	5	-2	0.3
CCc1ccc(C(=O)COC(=O)CNC(=O)c2cccs2)cc1	-1	4	-2	-12	-5	-16	-8	8	2.5
COc1ccc(CC(=O)n2nc(-c3cccnc3)nc2N)cc1	1	15	4	-4	19	12	-2	2	-2.3
CCCN1Cc2cccc(C(=O)NCCc3ccccc3)c2C1=O	0	-2	-6	-17	-8	12	8	4	-0.9
CCCC(=O)N1CC(=O)Nc2ccc(Br)cc2C1c1ccc(F)cc1 (stereo not given)	-5	5	-5	-9	11	22	7	4	0.3
COc1ccccc1CNC(=O)Cc1cc(=O)[nH]c(=O)[nH]1	2	-4	-8	-16	13	-9	7	4	-3.5
CN(C)CCCNC(=O)c1cc(C(=O)c2ccccc2)c[nH]1	-2	-2	2	2	-4	7	2	3	-0.5
Cc1ccc(S(=O)(=O)N2CCCCC2)cc1C(=O)NCCc1ccccc1	-3	11	-8	2	-3	7	18	-2	-1.9
Cc1c(OCC(=O)C(C)(C)C)ccc2c3c(c(=O)oc12)CCCC3	0	-2	3	-13	22	2	2	4	-0.9
CCOc1ccc(C(C)C)cc1S(=O)(=O)N1CCOCC1	1	8	2	3	23	5	6	-1	-0.4
COc1ccc(C=O)cc1CN1C(=O)c2ccccc2C1=O	-6	-7	-5	-15	-2	-2	20	1	1.8
Cc1cc(F)ccc1S(=O)(=O)N1CCCOC1CNC(=O)C(=O)NCc1ccco1 (stereo not given)	1	1	1	-21	22	-10	2	2	3.1
O=C(Nc1nnc(S(=O)(=O)N2CCN(c3ccc(F)cc3)CC2)s1)c1ccccc1	-3	5	1	14	16	7	10	0	-0.7
S=c1[nH]cnc2scc(-c3ccc(Br)cc3)c12	-3	2	-3	29	16	-32	6	6	1.5
CCCCNC(=S)NNC(=O)c1cc(-c2ccncc2)nc2ccccc12	-4	-1	-15	11	8	5	11	2	-1.8
Cc1cc(=O)[nH]c(N/N=C/c2ccccc2Cl)n1	-1	0	-4	-11	3	-1	5	4	-1.5
C[C@@H]1COC(=O)[C@H](Cc2ccc(F)cc2)CC/C=C\C[C@@H](CC(=O)NCCO)C(=O)N1	3	2	-1	3	15	-10	-3	6	0.9
O=C1C(=NO)CC(c2ccccc2)N1c1ccccc1 (stereo not given)	-1	5	-3	-5	2	15	14	2	-2.2
COc1ccc(-n2c(C)c(C(C)=O)c(C(C)=O)c2C)cc1	2	-4	-4	0	7	-6	3	4	7.5
CCn1c(=O)c2c(O)cc(=O)oc2c2ccccc21	1	-2	-2	12	-3	13	1	6	-4.0
CCOC(=O)Nc1ccc2c(c1)N(C(=O)CN1CCN(CCO)CC1)c1ccccc1CC2	1	5	6	3	9	-4	-7	0	-0.3
O=C(NC1CCCc2ccccc21)C1CCN(c2c3c(nc4ncnn24)CCC3)CC1 (stereo not given)	1	3	-4	6	3	3	13	1	0.1

Among those listed so far, 4 contain bromine:
mol	M5 ag	M4 PAM	CHRM5 PAM	TAAR1 antagonist	M1 PAM parental	CRFR2-BP antag	M5 antag	TAAR1 ag	CRFR2-BP ag
O=C(CSc1nnc(-c2ccc(O)cc2)o1)Nc1ccccc1Br	1	6	9	7	10	-6	-8	-1	0.6
CC(=O)NC(=S)NNC(=O)COc1ccc(Br)cc1	-3	-3	-8	-6	25	-7	1	4	0.7
CCCC(=O)N1CC(=O)Nc2ccc(Br)cc2C1c1ccc(F)cc1 (stereo not given)	-5	5	-5	-9	11	22	7	4	0.3
S=c1[nH]cnc2scc(-c3ccc(Br)cc3)c12	-3	2	-3	29	16	-32	6	6	1.5

The listing picks up, repeating the 4 entries before the break.
mol	M5 ag	M4 PAM	CHRM5 PAM	TAAR1 antagonist	M1 PAM parental	CRFR2-BP antag	M5 antag	TAAR1 ag	CRFR2-BP ag
COc1ccc(-n2c(C)c(C(C)=O)c(C(C)=O)c2C)cc1	2	-4	-4	0	7	-6	3	4	7.5
CCn1c(=O)c2c(O)cc(=O)oc2c2ccccc21	1	-2	-2	12	-3	13	1	6	-4.0
CCOC(=O)Nc1ccc2c(c1)N(C(=O)CN1CCN(CCO)CC1)c1ccccc1CC2	1	5	6	3	9	-4	-7	0	-0.3
O=C(NC1CCCc2ccccc21)C1CCN(c2c3c(nc4ncnn24)CCC3)CC1 (stereo not given)	1	3	-4	6	3	3	13	1	0.1
CCCC(NC(=O)c1ccco1)c1nc2ccccc2[nH]1 (stereo not given)	-3	-2	-4	-6	24	15	7	1	-0.8
COc1cccc(NC(=O)CCC(=O)Nc2cc(OC)c(NC(=O)c3cccs3)cc2OC)c1	0	-10	-7	29	-26	9	16	6	-2.0
COc1ccc(/C=C/c2nnc(NC(=O)COc3cccc(C)c3)s2)cc1	2	15	4	-6	28	-40	3	10	-3.3
O=C(NCc1ccc(F)cc1)c1cc(C2CCCN(C(=O)c3ccc4ccccc4c3)C2)on1 (stereo not given)	0	-4	-3	27	6	·	2	2	·
COc1ccc(CCN(C)C(=O)c2cc(-c3ccccc3)nc3ccccc23)cc1OC	2	-10	-2	13	10	9	14	3	-1.8
Clc1cccc(-c2cc3nc4c(c(N5CCN(c6cnccn6)CC5)n3n2)CCCC4)c1	1	-2	-4	3	2	-15	-2	5	2.5
Cc1csc(NC(C)c2nc3cc(C(F)(F)F)ccc3n2CCCO)n1 (stereo not given)	5	9	9	0	15	5	-5	6	-3.7
